NPC1 promoter act: qHTS Assay for NPC1 Promoter Activators; actives 2.4% (n = 320,000); Huh7 NPC1 promoter luciferase reporter, 24 h; Potency, µM (top dose mostly 9.22 µM), inactives show top-dose activation, hits mostly activators; AID 485313, 2010;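 also: potency is read from the fitted curve at half-maximal effect; % of control where 0% means no effect; nearly all actives have a fitted effect of over 60% in size; reporter is driven by a mutant NPC1 promoter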
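Compounds in DMSO were transferred onto Huh7 NPC1-luciferase reporter cells pre-incubated 2 h; after 24 h at 37 °C, Amplite reagent was dispensed and luminescence recorded 10 min later.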
MBNL1-CUG inh: qHTS Assay for Inhibitors of MBNL1-poly(CUG) RNA binding; Muscleblind-like protein 1 (Homo sapiens), Q9NR56; TR-FRET MBNL1-His/biotin-(CUG)12 binding, 665/545 ratio; Potency, µM (series often up to 57.5 µM), for the others: top-dose activity change, negative = inhibition, actives largely listed as inhibitors; actives 0.036% (n = 280,000); AID 2675, 2010; active = well fitted inhibition curve with a large enough effect in the signal ratio, with a control signal flat, not every such curve was filed as active; inconclusive = small, poorly fitted or top-dose-only effect, or effect the other way, or a change in a side signal; inactive = no such curve, though single readings can be large or run the other way; the % refers to the signal ratio; also: potency is read from the fitted curve at half-maximal effect; % is scaled to controls: 0 for no effect and ±100 for the full control effect
Target sequence (Q9NR56 whole entry, looked up): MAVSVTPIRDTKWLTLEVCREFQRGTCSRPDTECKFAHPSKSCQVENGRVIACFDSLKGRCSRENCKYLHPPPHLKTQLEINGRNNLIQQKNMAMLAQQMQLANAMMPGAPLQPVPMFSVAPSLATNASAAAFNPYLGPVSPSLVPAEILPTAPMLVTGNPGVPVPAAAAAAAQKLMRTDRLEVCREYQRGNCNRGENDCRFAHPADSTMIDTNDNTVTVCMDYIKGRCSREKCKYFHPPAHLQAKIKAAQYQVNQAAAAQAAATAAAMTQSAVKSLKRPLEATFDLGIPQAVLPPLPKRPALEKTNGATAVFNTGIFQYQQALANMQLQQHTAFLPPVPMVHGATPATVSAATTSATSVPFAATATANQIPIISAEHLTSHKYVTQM
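Inhibition of protein-RNA binding appears as loss of TR-FRET between terbium anti-His antibody on MBNL1-His and streptavidin-XL665 on biotin-(CUG)12. Activity is normalized to buffer-only and uninhibited-complex controls.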
ELG1 repair inh: qHTS screen for small molecules that inhibit ELG1-dependent DNA repair in human embryonic kidney (HEK293T) cells expressing luciferase-tagged ELG1. actives 2.3% (n = 330,000). Potency, µM (top dose mostly 46.1 µM), for inactives: at the top dose activity change, negative = inhibition, most hits filed as inhibitors. HEK293T ELG1-luciferase reporter, luminescence, 16 h; DNA damage induced by 5-fluorouridine; also: potency is read from the fitted curve at half-maximal effect; % is scaled to controls: 0 for no effect and ±100 for the full control effect; nearly all actives have a fitted effect of over 55% in size
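Reporter activity after DNA damage by 5-fluorouridine is monitored. Compound-treated cells incubate 16 hr at 37 °C, then ONE-Glo is added for 30 min before luminescence reading.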
Menin-MLL TR inh: qHTS Assay for Inhibitors Targeting the Menin-MLL Interaction in MLL Related Leukemias: Competition With Texas Red Labeled MLL-derived Mutant Peptide; O00255; Menin + Texas Red MLL mutant peptide, fluorescence polarization; Potency, µM (series often up to 61.6 µM), inactives show at the top dose FP activity change, negative = inhibition, usual class: inhibitors; actives 0.23% (n = 270,000); active = well fitted inhibition curve with a large enough effect in the polarisation, with a control signal flat, not every such curve was filed as active; inconclusive = small, poorly fitted or top-dose-only effect, or effect the other way, or a change in a side signal; inactive = no such curve, though single readings can be large or run the other way; the % refers to the polarisation; also: potency is read from the fitted curve at half-maximal effect; % of control where 0% means no effect; many of its hits are not listed in these tables
RORg inh: qHTS for inhibitors of ROR gamma transcriptional activity | Nuclear receptor ROR-gamma (Mus musculus), P51450 | Drosophila S2 Gal4-RORgamma UAS-luciferase reporter, 20 h | Potency, µM (top dose mostly 53.6 µM), for the others: at the highest dose activity change, negative = inhibition, actives largely listed as inhibitors | actives 5.4% (n = 310,000) | AID 2551, 2010; also: potency is read from the fitted curve at half-maximal effect; % is scaled to controls: 0 for no effect and ±100 for the full control effect; nearly all actives have a fitted effect of over 60% in size
Target sequence (P51450 whole entry, looked up, the tested form may be a part): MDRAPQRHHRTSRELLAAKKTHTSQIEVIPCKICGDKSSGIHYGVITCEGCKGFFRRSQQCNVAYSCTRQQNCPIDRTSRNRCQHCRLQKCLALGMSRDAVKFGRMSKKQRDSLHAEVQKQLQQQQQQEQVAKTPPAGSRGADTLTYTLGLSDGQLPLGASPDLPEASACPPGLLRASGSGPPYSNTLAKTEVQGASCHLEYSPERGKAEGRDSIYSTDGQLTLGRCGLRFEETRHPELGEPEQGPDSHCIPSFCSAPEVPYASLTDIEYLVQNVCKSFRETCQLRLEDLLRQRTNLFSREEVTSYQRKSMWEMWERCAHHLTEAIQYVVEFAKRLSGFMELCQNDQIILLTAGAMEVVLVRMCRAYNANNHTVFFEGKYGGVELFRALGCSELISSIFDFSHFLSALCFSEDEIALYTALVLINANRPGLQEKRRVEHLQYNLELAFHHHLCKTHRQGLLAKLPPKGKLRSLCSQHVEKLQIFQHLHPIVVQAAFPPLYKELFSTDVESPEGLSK
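A Gal4/UAS one-hybrid system in insect cells: metallothionein-promoter Gal4–ROR gamma fusion plus Photinus luciferase reporter. Copper sulfate 700 uM final, 20 hr ambient incubation, luminescent detection after 10 min with reagent.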
KCNH2 3.1 block: qHTS for Inhibitors of KCHN2 3.1: Mutant qHTS; Potassium voltage-gated channel subfamily H member 2, brain isoform KCNH2 3.1 (human); U2OS KCNH2 3.1, thallium flux FluxOr; hits give low values; activity change, % (tested at about 1.8 µM); actives 0.95% (n = 340,000); AID 720553, 2013;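 active = maximum activity change below -70%; inconclusive = maximum activity change from -70% to -50%; inactive = maximum activity change above -50%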;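 also: thallium influx rate constant from kinetic fluorescence after stimulation buffer; % is scaled to controls: 0 for no effect and ±100 for the full control effect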
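Steps: virus added to U2OS suspension (4 h, RT, dark); medium with 10% FBS added, cells plated, 37 C overnight; FluxOr/Red40 loading buffer 45 min RT; stimulation buffer, 2 min kinetic read; rate constant normalized.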
Rab9 promoter act: qHTS Assay for Rab9 Promoter Activators. Potency, µM (top dose mostly 9.22 µM), without a hit: at the top dose activation, negative = inhibition, hits mostly activators. actives 2.8% (n = 320,000). Huh7 Rab9 promoter-luciferase reporter, luminescence, 24 h; also: potency is read from the fitted curve at half-maximal effect; % of control where 0% means no effect; nearly all actives have a fitted effect of over 60% in size
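Cells were plated at 1500 per well in reduced-serum medium with 10% FBS and left 2 h. Compound in DMSO was then added for 24 h at 37 °C. Reporter signal was read by luminescence after 10 min with luciferase detection reagent.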
FLuc modulator: qHTS profiling assay for firefly luciferase inhibitor/activator using purifed enzyme and Km concentrations of substrates (counterscreen for miR-21 project). Luciferin 4-monooxygenase (Photinus pyralis), P08659. purified FLuc, Km substrates, luminescence inhibition. Potency, µM (highest dose often 57.5 µM), for inactives: at the top dose activity change, negative = inhibition, actives largely listed as inhibitors. actives 6.9% (n = 360,000). AID 588342, 2011;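 also: potency is read from the fitted curve at half-maximal effect; plate controls were vehicle for no effect and reference inhibitor for full effect; nearly all actives have a fitted effect of over 55% in size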
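Biochemical qHTS of compounds, final roughly 60 µM downward over six points, against 10 nM purified firefly luciferase using Km concentrations of substrates (10 uM D-luciferin, 10 uM ATP) in Tris acetate pH 7.5 buffer; luminescence output.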
VP16 counter: VP16 counterscreen qHTS for inhibitors of ROR gamma transcriptional activity; Drosophila S2 Gal4-VP16 UAS-luciferase, luminescence, 20 h; Potency, µM (top dose mostly 53.6 µM), without a hit: top-dose activity, negative = inhibition, actives largely listed as inhibitors; actives 3.5% (n = 310,000);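 also: Gal4-VP16 expression switched on by copper sulfate through the metallothionein promoter; potency is read from the fitted curve at half-maximal effect; % is scaled to controls: 0 for no effect and ±100 for the full control effect; nearly all actives have a fitted effect of over 50% in size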
Mito fusion yeast: qHTS Assay for Small Molecule Inhibitors of Mitochondrial Division or Activators of Mitochondrial Fusion; actives 0.23% (n = 320,000); Potency, µM (titrated, usually from 46.1 µM), for the others: top-dose growth rescue (activation), hits mostly activators; AID 485298, 2010; S. cerevisiae fusion-defective mutant growth rescue, CellTiterGlo 48 h;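 also: potency is read from the fitted curve at half-maximal effect; % of control where 0% means no effect; nearly all actives have a fitted effect of over 45% in size; temperature-sensitive fusion mutants such as fzo1-1 at 37 °C on non-fermentable ethanol glycerol medium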
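Luminescent cell viability in 1536-well qHTS format served as the measure of rescued growth in ts fusion-mutant S. cerevisiae cultured on non-fermentable YPEG for 48 hours at 37C.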
PKM2 activator: qHTS Assay for Activators of Human Muscle isoform 2 Pyruvate Kinase; Pyruvate kinase PKM (Homo sapiens), P14618; purified PKM2, Kinase-Glo ATP luminescence, activation; response scale: 0% is enzyme alone, no compound; Potency, µM (series often up to 57.5 µM), without a hit: top-dose activation, actives largely listed as activators; actives 0.34% (n = 260,000); AID 1631, 2009; also: potency is read from the fitted curve at half-maximal effect; % is scaled to controls: 0 for no effect and ±100 for the full control effect; nearly all actives have a fitted effect of over 55% in size
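hPK-M2, >95% pure; 0.1 mM ADP / 0.5 mM PEP final; imidazole pH7.2 buffer w/ 7 mM MgCl2, 50 mM KCl; 1 h RT; Kinase-Glo lum. Intermediate enzyme activity for dual inhibitor/activator qHTS.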
Active calls of the source: *; u = inconclusive; x = not tested or not shown; & = joins results of further samples; [ ] = another dose, or the depositor's remark. Unless noted, calls follow the shape of the dose curve; as a rule, active = well fitted curve in the direction sought with a large enough effect; inconclusive = small, poorly fitted or top-dose-only effect, or another doubt; inactive = no such curve, though single readings can be large; an effect the other way counts as inactive or inconclusive. These rows are one share of the data; rates above refer to the full screens.

SMILES	NPC1 promoter act	MBNL1-CUG inh	ELG1 repair inh	Menin-MLL TR inh	RORg inh	KCNH2 3.1 block	Rab9 promoter act	FLuc modulator	VP16 counter	Mito fusion yeast	PKM2 activator
Cc1ccc(C)c(C(=O)CC2(O)C(=O)Nc3ccccc32)c1 (stereo unspecified)	-4%	9%	-8%	-9%	12%[0.365 µM]	18	1%	-2%	x	-5%	8%
COC(=O)C1=C(C)NC(=O)/C1=C\c1cc(C)n(-c2ccccc2F)c1C	11%	7%	u	-8%	-5%	3	22%	12µM*	5%	5%	0%
Cc1cc(=O)oc2cc(OC(C)C(=O)Nc3ccc(C(N)=O)cc3)ccc12 (stereo unspecified)	0%	x	3%	x	x	0	u	7%	x	-8%	x
CCn1c(N2CCN(S(=O)(=O)c3ccc(F)cc3)CC2)nc2ccccc21	-3%	-4%	u	-4%	23%	-6	-11%	-1%	0%	22%	u
COc1ccc(NS(=O)(=O)c2cccc(C(=O)N3CCCC(C)C3)c2)cc1 (stereo unspecified)	-2%	x	0%	x	x	23	-3%	1%	x	12%	x
O=C(CN1C(=O)c2ccccc2C1=O)Nc1ccccc1C(=O)NC1CCCCC1	-6%	1%	13%	x	-10%	-9	10%	2%	6%	-1%	9%
Cc1csc(=O)n1CCC(=O)OCC(=O)Nc1ncc(Cl)cc1Cl	-2%	x	23%	x	x	-4	-5%	3%	x	1%	x
Cc1ccc(S(=O)(=O)N2CCN(CC(O)c3ccccc3)CC2)cc1 (stereo unspecified)	-2%	-2%	-10%	-1%	13%	-3	-1%	0%	-5%	5%	u
c1cncc(-c2nc(Oc3ccc(-c4nnco4)cc3)c3c4c(sc3n2)CCCC4)c1	-6%	6%	-8%	1%	-16%	x	-8%	u	4%	4%	4%
C=C(C)CC1(NC(C)c2ccccc2)CCCCC1 (stereo unspecified)	0%	x	-3%	-18%	-20%	9	-5%	-1%	-17%	-1%	4%
Cc1ccn(CCC(=O)NC2CC(C)(C)Cc3c2cnn3-c2ccccc2C)n1 (stereo unspecified)	-1%	-2%	0%	x	9%	13	1%	9%	-2%	0%	x
Cc1oc2ccc(OCc3ccccc3Cl)cc2c1C(=O)O	-1%	-6%	-2%	u	-17%	7	-1%	0%	-4%	u	x
O=C(NCCC1=CCCCC1)c1ccc(CN2CCOCC2)cc1	2.8µM*	6%	u	0%	u	15	1.4µM*	24µM*	-29%	7%	-5%
O=C(CN(C(=O)c1csnn1)c1ccc(F)c(Cl)c1)NC1CCCCC1	2%	0%	3%	x	0%	0	-4%	1%	7%	-5%	x
Cc1[nH]c2ccccc2c1SCc1n[nH]c(=S)n1C	-5%	-4%	8%	x	-36%	27	-2%	-3%	1%	0%	2%
COc1ccccc1NS(=O)(=O)c1ccc2oc(SC(C)C(=O)N3CCNC3=O)nc2c1 (stereo unspecified)	-5%	x	26µM*	x	x	-6	-7%	x	x	-4%	x
Cc1cccc(OCCCC(=O)Nc2ccc(S(=O)(=O)Nc3nccs3)cc2)c1C	0%	-3%	-7%	u	u	17	-3%	-1%	6%	-2%	-2%
CCC(C)(C)NC(=O)c1ccc(S(=O)(=O)N2CCCCCC2)cc1	0%	-1%	3%	-17%	22%	-2	-7%	1%	24%	6%	1%
COc1cccc(NC(=O)CN(C)C(=O)c2c(C)nn(Cc3ccc(C)cc3)c2Cl)c1	0%	x	-15%	x	x	-12	-1%	3%	x	-6%	x
Cc1ccc2c(c1)C1C=CCC1C(C(=O)O)N2 (stereo unspecified)	2%	19%	-1%	-8%	-11%	x	-2%	-18%	-7%	-7%	14%
Cn1nc(-c2ccc(Cl)cc2)c2cc(C(=O)NCCCN3CCCC3)sc21	10%	-15%	u	2%	-24%	26	1%	1%	-23%	2%	1%
CN(C)c1ccc(C(=S)N2CCCC2)cc1Br	-3%	1%	10%	-5%	-19%	2	-1%	1%	16%	-18%	x
COc1ccc(NC(=O)COC(=O)c2cc3c(s2)CCC3)cc1	0%	x	12%	x	x	4	-2%	-2%	x	6%	x
O=C1/C(=C2/NCCN2C2CC(=O)N(c3ccccc3)C2=O)CC/C1=C\c1ccccc1 (stereo unspecified)	0%	x	0%	3%	1%	-23	8%	-6%	12%	3%	-2%
COc1ccccc1NC(=O)NCC1(N(C)C)CCCCC1	-3%	1%	11%	-14%	-3%	10	4%	0%	-1%	-7%	x
O=C(CN1CCOCC1)N1CCCc2ccccc21	-5%	0%	7%	-1%	-4%	15	-3%	-1%	4%	11%	5%
CC(Cl)C(=O)Nc1c2c(nn1-c1ccccc1)CSC2 (stereo unspecified)	-5%	-1%	11%	28%	-4%	-8	0%	0%	-7%	-6%	0%
Cc1ccc2c(c1)N(C(=O)CCC(=O)N1CCN(c3cccc(C)c3C)CC1)CCO2	-4%	-2%	-23%	-10%	u	3	-7%	-3%	-14%	-15%	-3%
C[n+]1c(/C=C/c2ccc3c(c2)OCO3)ccc2ccccc21	8%	13%	u	-3%	-24%	-4	15%	11µM*	-10%	-1%	-4%
CCC1(C)Cc2c(sc3[nH]c(=S)[nH]c(=S)c23)CO1 (stereo unspecified)	-3%	78%[activator]	u	u	-27%	-2	0%	u	-8%	-23%	x
O=C(Cc1ccc(Cl)cc1)Nc1ccccc1N1CCOCC1	-2%	4%	-6%	-6%	-18%	-6	0%	0%	0%	7%	-2%
Cc1ccc(S(=O)(=O)/N=C(/NC(=S)Nc2ccccc2)c2ccccc2)cc1	3.5µM*	2%	u	12%	-34%	-4	2.8µM*	4.8µM*	3%	7%	2%
Clc1ccccc1Cn1nnc2c(NCCN3CCOCC3)ncnc21	-2%	-1%	-7%	3%	5%	3	-12%	2%	6%	-2%	-9%
Nc1ccccc1N=Cc1ccc(-c2cccc(Cl)c2)o1	2.8µM*	x	u	u	u	2	3.2µM*	3µM*	13µM*	1%	28µM*
Cc1ccc(S(=O)(=O)c2cn(C)c3cc(N4CCN(C)CC4)c(F)cc3c2=O)cc1	1%	-3%	3%	10%	-15%	-3	-2%	0%&1%	-5%	-1%	1%
O=C(CC1S/C(=N/N=C/c2ccco2)NC1=O)Nc1ccccc1 (stereo unspecified)	-2%	8%	-10%	-20%	-43%	-1	-9%	-2%	-16%[10 µM]	8%	-1%
Cc1ccc(-c2nnn(CC(=O)N3CCCc4ccccc43)n2)cc1	-1%	18%	1%	-9%	28%	2	3%	-12%	-6%	9%	2%
CCO/C=C1\SC(=S)N(c2ccc(Cl)cc2)C1=O	-7%	u	-16%	x	-3%	-8	-10%	-16%	-3%	1%	0%
CSc1nnc(NC(=O)c2nc(S(=O)(=O)Cc3ccc(C)cc3)ncc2Cl)s1	-35%[inhibitor]	12%	u	x	u	-17	-38%[inhibitor]	3%	u	-28%	x
CCOC(=O)N1CCC(NC(=O)CNS(=O)(=O)c2ccc(Br)s2)CC1	-5%	-13%	-23%	7%	0%	19	2%	0%	3%	0%	-3%
CSc1nc2c(c(=O)[nH]c(=O)n2C)n1CCCc1ccccc1	-4%	44%[activator]	23%	u	-3%	-6	-8%	0%	-6%	-2%	x
COc1cccc(-c2cccc(NC(=O)C3CCN(Cc4ccc(C)o4)CC3)c2)c1	0%	-3%	-10%	x	26%	2	-3%	1%	-1%	-1%	x
CCC(=O)Nc1nnc(/C=C/c2ccc(OC)cc2)s1	u	x	u	x	-4%	7	u	6µM*	-10%	0%	0%
COc1ccc(OC)c(-n2c(=S)[nH]c3cc(C(=O)N4CCCCC4)ccc3c2=O)c1	1%	x	3%	-1%	u	17	-3%	-11%	-5%	3%	0%
COCCNC(=O)c1ccc(C(=O)C(=O)c2ccccc2)cc1	2%	2%	-1%	1%	1%	6	-7%	-6%	-10%	-3%	9%

Source: PubChem BioAssay (National Center for Advancing Translational Sciences (NCATS))
